Compound activity (PubChem BioAssay)
Efflux pump mplx: antifungal efflux pump inhibition, Nile Red retention. S. cerevisiae Candida pump triplex. 330,000 compounds, 0.44% hits. AID 485275. inhibition, % at 10 µM;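 active = plate passing quality check with inhibition over a set limit, or well fluorescence over plate mean plus 4 SD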;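 note: Nile Red retained in pooled yeast measured as flow cytometry median fluorescence; 0% = buffer negative control and 100% = Enniatin B positive control; higher means more Nile Red kept so more efflux inhibition; some compounds called inactive have numbers as strong as hits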
GASC-1 inh: inhibitors of human GASC-1 (JMJD2C) demethylase | Q9H3R0 | GST-JMJD2C(1-420) H3K9me3 demethylation, DELFIA europium | inhibition, % at 2.35 µM | 330,000 compounds, 0.069% hits | AID 2099;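 active = more than half of a compound's replicate wells show inhibition beyond 50%, single wells judged on their own value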;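 note: signal counts dimethyl H3K9 product captured on neutravidin plate; 0% = median of DMSO wells and 100% = 0.3 times that DMSO median; strong numbers were not always called active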
Target sequence (Q9H3R0 1-420 limits assumed): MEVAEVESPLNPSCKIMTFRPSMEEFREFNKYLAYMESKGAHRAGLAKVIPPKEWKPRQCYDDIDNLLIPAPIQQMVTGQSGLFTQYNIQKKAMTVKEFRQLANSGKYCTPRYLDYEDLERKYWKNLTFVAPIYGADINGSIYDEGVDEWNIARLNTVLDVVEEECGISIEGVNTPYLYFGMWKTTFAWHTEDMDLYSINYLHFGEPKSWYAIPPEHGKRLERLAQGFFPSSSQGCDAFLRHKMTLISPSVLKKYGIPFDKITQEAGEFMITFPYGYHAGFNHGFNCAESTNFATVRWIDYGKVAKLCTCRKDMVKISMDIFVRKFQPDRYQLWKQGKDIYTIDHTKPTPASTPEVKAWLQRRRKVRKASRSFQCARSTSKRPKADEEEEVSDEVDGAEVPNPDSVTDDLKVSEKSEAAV
procasp3 activ: activates human procaspase-3; recombinant procaspase-3 D3A, Ac-DEVD-pNA absorbance 405 nm; activation, % at 8.5 µM; 330,000 compounds, 0.11% hits; AID 463141;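 active = activation above the mean of all tested compounds plus 3 SD, cut at about 21% in these data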;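 note: 0% = DMSO alone and 100% = DMSO wells spiked with extra 5 µM PC-3 D3A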
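Evaluation: percent activation relative to control range; Material: Procaspase-3 D3A mutant, all three cleavage aspartates alanine; Compound: single dose, 8.5 µM nominal compound, 0.8% DMSO; Replication: one well per compound; Signal: absorbance at 405 nm, 0 and 120 min; Schedule: 1 h preincubation plus 2 h reaction at 25 °C.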
PP5 primary: inhibitors of human protein phosphatase 5 (PP5) | P53041 | purified PP5c, OMFP substrate fluorescence | inhibition, % at 6.7 µM | 320,000 compounds, 0.18% hits;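 active = inhibition above the campaign's mean inhibition across all tested compounds plus 3 SD, cut at about 9.5% in these data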;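 note: 0% = DMSO only and 100% = 100 µM cantharidin control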
proCasp7 act: counter-screen: procaspase-7 (human) activation | AID 463210 | activation, % at 8.5 µM | recombinant procaspase-7, Ac-DEVD-pNA absorbance 405 nm; D23A/D198A/D206A triple mutant, cannot self-cleave; scale: DMSO 0, 5 µM enzyme 100 | 330,000 compounds, 0.093% hits | P55210;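 active = percent activation above the screen-wide mean plus 3 SD, cut at about 25% in these data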
Target sequence (P55210 whole entry D23A/D198A/D206A): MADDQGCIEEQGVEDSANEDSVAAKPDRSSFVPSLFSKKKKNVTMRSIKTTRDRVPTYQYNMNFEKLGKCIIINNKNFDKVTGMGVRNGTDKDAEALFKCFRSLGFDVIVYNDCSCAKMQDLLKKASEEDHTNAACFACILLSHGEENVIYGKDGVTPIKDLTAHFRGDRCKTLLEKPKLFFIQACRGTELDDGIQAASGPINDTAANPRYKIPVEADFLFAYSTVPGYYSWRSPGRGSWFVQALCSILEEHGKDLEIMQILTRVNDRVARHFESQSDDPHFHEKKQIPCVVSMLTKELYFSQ
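Material: Procaspase-7 triple mutant (PC-7 D3A) | Quantity: 2 µM procaspase-7 mutant as dispensed | Reagent: DEVD-pNA substrate | Times: 1 h preincubation, 2 h reaction | Technique: 405 nm absorbance of p-nitroaniline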
core dimer inh: HCV core protein dimerization inhibition. TR-FRET GST/Flag-core106 dimerization, 1536-well. inhibition, % at 5 µM. 300,000 compounds, 0.33% hits;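 active = inhibition above the mean of all tested compounds plus 3 SD, set per screening campaign, cut at about 45% in these data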
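Assay system: tagged HCV core106 pair (GST and Flag); medium: KF-containing HEPES buffer, pH 7.45, DTT, CHAPS, BSA; also added: Eu donor and XL665 acceptor anti-tag antibodies; dosing: 5 µM single dose; timing: compound-protein-antibody incubation 4 h at 22.5 °C; signal: TR-FRET 671 and 617 nm emission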
PP1 counter: counter-screen for PP5 inhibitors: inhibitors of human PP1-alpha; 320,000 compounds, 0.9% hits; inhibition, % at 6.7 µM; purified PP1alpha, OMFP fluorescence;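 active = inhibition above the mean inhibition of all tested compounds plus 3 SD, computed separately for each screening campaign, cut at about 15% in these data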
Target sequence (P62136 whole entry, looked up): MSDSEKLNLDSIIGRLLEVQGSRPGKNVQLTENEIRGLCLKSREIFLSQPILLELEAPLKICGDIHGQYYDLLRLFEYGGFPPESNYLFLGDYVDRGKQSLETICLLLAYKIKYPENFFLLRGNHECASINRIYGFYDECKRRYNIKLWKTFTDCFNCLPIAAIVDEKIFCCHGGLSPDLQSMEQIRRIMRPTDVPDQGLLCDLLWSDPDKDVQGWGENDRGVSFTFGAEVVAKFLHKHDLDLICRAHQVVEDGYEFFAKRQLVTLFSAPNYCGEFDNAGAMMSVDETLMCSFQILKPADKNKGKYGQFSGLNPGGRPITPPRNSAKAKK
CTSL1 counter: cathepsin L1 inhibition, PFM18AAP counter-screen. recombinant F. hepatica cathepsin L1, Z-Leu-Arg-MCA fluorescence. inhibition, % at 5.96 µM. 300,000 compounds, 0.49% hits. AID 1906;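 active = inhibition above the mean of all tested compounds plus 3 SD, set per screening campaign, cut at about 17% in these data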;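 note: 0% = plate median of test compound wells and 100% = 1 µM Z-Phe-Ala-diazomethylketone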
TPT1 inhibitor: C. albicans TPT1 enzyme inhibition. AID 1962. 300,000 compounds, 0.81% hits. recombinant caTPT1, FP RNA substrate dephosphorylation. inhibition, % at 5 µM;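 active = inhibition above the mean of all tested compounds plus 3 SD, set per screening campaign, cut at about 24% in these data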;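 note: plate controls were DMSO alone for no effect and ferristatin control at 100 nM for full effect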
The depositor's hits bear a star; . = not tested or not shown.

Compound | Efflux pump mplx | GASC-1 inh | procasp3 activ | PP5 primary | proCasp7 act | core dimer inh | PP1 counter | CTSL1 counter | TPT1 inhibitor
Cc1c(NC(=S)N/N=C/c2cc([N+](=O)[O-])ccc2O)c(=O)n(-c2ccccc2)n1C | 0.1 | 1 | -5 | 12* | -10 | -5 | 3 | 1 | 2
COc1ccc(CNC(=O)COC(=O)Cc2ccc(Br)cc2)cc1 | -0.1 | -1 | -1 | . | 2 | . | . | . | .
CCC(C)N=CC1=C(O)C(C(=O)OC)C(C)(C)CC1=O (stereo not given) | -0.1 | -10 | -9 | -0.3 | 4 | -1 | -4 | -4 | -6
CC(OC(=O)c1ccc2ccccc2c1)C(=O)N(C)Cc1ccccc1 (stereo not given) | -0.1 | 6 | 7 | 1.3 | 5 | . | -4 | . | .
NC(=O)C1CCN(C2CC(=O)N(c3ccc(F)c(Cl)c3)C2=O)CC1 (stereo not given) | 0.1 | 6 | -17 | 0.9 | -16 | 6 | -4 | -2 | 1
CCCn1c(N)c(N(CCOC)C(=O)c2cc3c(s2)CCC(CC)C3)c(=O)[nH]c1=O (stereo not given) | 0.2 | 9 | 0 | 0.4 | -9 | . | -4 | . | .
Cc1cc(C)c[n+](C(C)C(=O)c2ccc(-c3ccccc3)cc2)c1 (stereo not given) | 0.0 | 1 | 5 | -0.2 | 0 | 1 | -1 | 0 | 3
Cn1c(/N=C/c2ccccc2[N+](=O)[O-])nc2ccccc21 | -0.1 | 1 | 0 | -1.9 | 3 | 15 | -1 | -1 | 3
COc1cccc(NC(=O)CN(C)C(=O)CSCC(=O)Nc2ccc(C)cc2)c1 | -0.2 | 4 | -3 | 0.8 | -14 | . | 9 | . | .
CC(C)(C)c1ccc(C(=O)NCC(=O)OCCN2C(=O)c3ccccc3C2=O)cc1 | -0.2 | -2 | 3 | -1.0 | 0 | 2 | -6 | 7 | -3
CCOC(=O)NCc1ccc2c(c1)OCO2 | 0.1 | 6 | -2 | 3.2 | -4 | 2 | -4 | -4 | -4
Cc1c(O)cc2n(c1=O)-c1ccccc1C2(C)C | -0.1 | 1 | 6 | -2.4 | 7 | -7 | -5 | 4 | -1
O=C(Nc1ccccc1C(F)(F)F)c1cc2ncc(CCCl)cn2n1 | 0.1 | 1 | -1 | 3.1 | 1 | -5 | -1 | -3 | 0
N#C/C(=C\c1cc(Cl)cc(Cl)c1O)C(=O)NC1CCCCC1 | 0.0 | 5 | 9 | 1.0 | -6 | 17 | 3 | 2 | 5
Cc1ccc(C(=O)NC2CCCC(C)C2C)cc1S(=O)(=O)N1CCCCC1 (stereo not given) | 0.0 | 8 | -9 | 1.7 | -4 | 4 | -1 | -1 | -1
c1ccc(-n2nnc3cnccc32)cc1 | 0.0 | 8 | 7 | -0.5 | 6 | 1 | 2 | -5 | -2
O=C(Nc1ccc(F)c(Cl)c1)Nn1cnnc1 | 0.0 | -32 | 3 | 0.3 | -3 | -15 | -9 | 1 | -8
CCN1C(=O)CC(NCc2ccc3c(c2)OCO3)C1=O (stereo not given) | -0.1 | 3 | 3 | -1.0 | -6 | 2 | -5 | -5 | 1
Cc1cccnc1NC(=O)Nc1cccc2ccccc12 | 0.0 | 2 | -8 | -2.8 | 7 | 6 | -1 | 0 | 0
O=C(CCc1ccccc1)NNC(=O)c1ccco1 | -0.2 | -15 | -4 | 1.1 | 8 | -7 | 1 | 0 | 0
O=C1CC(c2ccccc2)=Nc2ccc(Br)cc2N1 | -0.1 | -5 | 0 | 2.4 | 4 | -2 | 0 | -4 | -1
Cc1ccc(C(=O)NCCN2C3=NC[C@H](C)N3C[C@H]2Cc2ccc(O)cc2)cc1Br | . | -3 | 5 | -1.0 | 7 | -5 | -4 | -10 | 0
NC(=S)c1cnn2c(-c3cccc(C(F)(F)F)c3)ccnc12 | -0.2 | 0 | 3 | 0.2 | -9 | -3 | 2 | 1 | -3
O=C(COC(=O)c1cnc(Cl)c(Cl)c1)Nc1ccc(S(=O)(=O)N2CCCC2)cc1 | 0.1 | 6 | 10 | 4.8 | 12 | -3 | 2 | -10 | -1
CC12CC(NC(=O)N1c1cccc(C(=O)N3CCCCC3)c1)c1ccccc1O2 (stereo not given) | 0.0 | -1 | 3 | 0.1 | -2 | 0 | -1 | 1 | -2
N#C/C(=C\c1ccc(O)c(O)c1)C(=O)Nc1cccc2ncccc12 | 0.9 | 21 | -5 | 1.7 | -6 | 65* | 13 | 1 | 24*
CCOc1ccc(NC(=O)c2ccc(NC(=O)Cc3n[nH]c(=O)c4ccccc34)cc2)cc1 | 0.1 | 3 | 3 | 2.6 | -12 | 6 | -5 | 1 | 1
Cc1cccc([C@@H]2[C@@H]3C(=O)N(Cc4ccccc4)C(=O)[C@@H]3[C@]3(Cc4ccccc4)C(=O)N(c4ccc(C(F)(F)F)cc4)C(=O)N23)c1 | 0.2 | 12 | -1 | 3.6 | 2 | 22 | 3 | -1 | -1
Cc1cccc(N2CCN(C(=O)CCS(=O)(=O)c3ccc4c(c3)NC(=O)C(C)S4)CC2)c1C (stereo not given) | -0.1 | -6 | 6 | 3.1 | 9 | 14 | -4 | -3 | 1
CC(=O)Nc1ccc(NC(=O)CN2CCN(c3cccc(C(F)(F)F)c3)CC2)cc1 | 0.0 | -21 | 3 | 1.0 | 15 | 2 | 2 | 1 | 1
CC1(C)CC(N2CCN(Cc3ccccc3)CC2)=CC(=[N+]2CCCCC2)C1 | 0.3 | -4 | 1 | -0.1 | -7 | -5 | -2 | 4 | -3
Cc1ccc(NC(=O)c2ccc(Cn3cc(Cl)cn3)o2)c(C)c1 | 0.1 | -4 | 1 | 1.6 | 2 | 5 | -1 | 1 | -3
NS(=O)(=O)c1ccc(CNC(=O)C(c2ccccc2)c2ccccc2)cc1 | 0.0 | -3 | 8 | 2.4 | 0 | -5 | -2 | 3 | -2
COCCn1c(N)c(Sc2ccccc2[N+](=O)[O-])c(=O)[nH]c1=O | 0.1 | 23 | -6 | 7.1 | -6 | -6 | 0 | -3 | 0
Cc1ccc(/C=N/n2c(C)cc(C)c(C#N)c2=O)o1 | 0.5 | 5 | 0 | 2.3 | 3 | 2 | -4 | 0 | -1
CCOC(=O)[C@@H]1[C@H]2COc3ccccc3[C@H]2N2C(=O)N(c3ccc(C)cc3)C(=O)[C@]12C | 0.1 | 4 | 13 | 3.1 | -2 | 2 | -3 | 1 | 0
Nc1ccc2oc(-c3cccc4ccccc34)nc2c1 | -0.2 | -9 | -10 | 3.1 | -6 | -16 | -1 | -2 | -2
Cc1ccc(-n2cc(S(=O)(=O)c3ccc(C)cc3)[nH]c2=O)cc1 | -0.1 | -3 | 4 | 1.4 | 6 | 1 | 3 | 2 | 1
CCOCCCNC(=O)CCNS(=O)(=O)c1ccc(C)cc1 | 0.0 | -7 | 5 | -3.0 | -11 | 1 | -6 | 3 | -2
O=C1CSC2=NCN(c3ccccc3)CN12 | 0.3 | -12 | -6 | 3.8 | 1 | 4 | 1 | -4 | 3
Cc1cc(=O)oc(C)c1C(=O)N1CCc2c([nH]c3ccccc23)C1C(C)C (stereo not given) | 0.0 | 0 | 6 | 3.0 | -3 | -11 | 2 | -6 | -3
COc1ccccc1NS(=O)(=O)c1cc(NC(=O)c2ccc3c(c2)OCCO3)ccc1C | 0.2 | 9 | -1 | 4.8 | 0 | 9 | 2 | -2 | -3
CCc1ccc(C(C(=O)NC2CCCCC2)N(C(=O)c2csnn2)C2CC2)cc1 (stereo not given) | 0.0 | -4 | 2 | 0.8 | -6 | 7 | 1 | 1 | 1
CN(C)c1nc(SCc2ccccc2Cl)nc2c1CCCC2 | 0.1 | -1 | -5 | 0.9 | 0 | 6 | -2 | 11 | -3
COc1cc(OC)c(NS(=O)(=O)c2cc3[nH]c(=O)c(=O)[nH]c3cc2C)cc1Cl | -0.1 | -1 | 3 | -2.0 | 8 | -5 | 2 | -3 | -1
Cc1cc(C(=O)COc2ccccc2[N+](=O)[O-])c(C)n1-c1cccc(S(=O)(=O)N2CCOCC2)c1 | -0.2 | -27 | 3 | 1.7 | -5 | 9 | 1 | 2 | -1
Cc1csc(NC(=O)C2CCN(C(=O)CSc3nnc(C)n3Cc3ccccc3)CC2)n1 | 0.0 | 34 | -2 | 1.2 | 4 | -1 | 2 | -2 | -2
Cc1cc(C)n(CCOc2nonc2N)n1 | 0.2 | 10 | 7 | 0.8 | 6 | -3 | -6 | -1 | -5
CCOC(=O)C1(Cc2cccc(Cl)c2)CCCN(C(=O)c2cnn(CC)c2)C1 (stereo not given) | -0.2 | 5 | 11 | -0.8 | 4 | -6 | -4 | -4 | -1
CC1(C)C(=O)OC(C(=O)c2ccc(C(C)(C)C)cc2)C(C)(C)C1=O (stereo not given) | 0.0 | -10 | 4 | 0.8 | -5 | -1 | 1 | 5 | 3
CCOc1ccc(NC(=O)c2ccc3c(SCC(=O)O)c4c(nc3c2)CCCC4)cc1 | 0.1 | 2 | 0 | -2.5 | -5 | 11 | 7 | 3 | -1
CC(C)N(CC#CCC(O)(c1ccccc1)c1ccccc1)C(C)C | -0.3 | -5 | 6 | 2.2 | -9 | -9 | 2 | -3 | -1
CC(=O)NC(=S)Nc1ccc(NC(=O)c2cccs2)cc1 | 0.1 | 10 | 1 | 1.7 | 3 | -4 | -3 | 4 | -1
Cn1nnnc1SCC(=O)Nc1ccc(Cl)cn1 | -0.1 | -4 | 1 | -0.8 | 3 | 13 | -1 | 0 | 2
Cc1cc(-c2csc(NC(=O)c3ccc(=O)n(C)n3)n2)c(C)n1CC1CCCO1 (stereo not given) | 0.1 | 5 | 3 | 3.8 | -5 | 53* | 16* | -1 | 0
CCOC(=O)c1cnc2nc(NCc3ccc(OCc4ccccc4)cc3)[nH]n2c1=O | -0.1 | -15 | -7 | -2.0 | 6 | -2 | 5 | 3 | 0
CCCCc1nnc(NC(=O)c2ccc3c(=O)n4c(nc3c2)CCC4)s1 | -0.1 | -23 | 3 | -1.5 | 6 | 4 | -4 | -1 | 4

With a hit mark in TPT1 inhibitor, among the entries above:
structure	Efflux pump mplx	GASC-1 inh	procasp3 activ	PP5 primary	core dimer inh	TPT1 inhibitor
N#C/C(=C\c1ccc(O)c(O)c1)C(=O)Nc1cccc2ncccc12	0.9	21	-5	1.7	65*	24*
